# High-throughput results as filed in PubChem.
# VIM-2 inh – inhibitors of Pseudomonas aeruginosa VIM-2 metallo-beta-lactamase; purified VIM-2, nitrocefin hydrolysis, epi-absorbance fluorescence; inhibition, % at 5.6 µM; 290,000 tested, 0.89% active; AID 1527;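 active = inhibition above the mean of all tested compounds plus 3 SD, cutoff set per screening run, cut at about 7.5% in these data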;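 also: red hydrolysis product quenches plate fluorescence so inhibitors raise well fluorescence; 0% = enzyme with DMSO and 100% = DMSO without enzyme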
# IMP-1 inh – inhibitors of Pseudomonas aeruginosa IMP-1 metallo-beta-lactamase; purified IMP-1, nitrocefin hydrolysis, epi-absorbance fluorescence; inhibition, % at 5.6 µM; 290,000 tested, 0.45% active;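 active = inhibition above the mean plus 3 SD of all compounds in the same screening run, cut at about 4.5% in these data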;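 also: 0% = IMP-1 with DMSO and 100% = DMSO wells lacking enzyme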
#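 System: Purified IMP-1 | Read-out basis: Percent enzyme inhibition | Controls: IMP-1 with DMSO as 0%, enzyme-free DMSO as 100% | Replicates: One well per compound | Doses: 5.6 µM nominal single concentration | Detection: Epi-absorbance fluorescence, 480 nm excitation, 530 nm emission | Incubation: 25 °C, 15 min preincubation, 25 min reaction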
# GPR7 antagonist – blocks human GPR7 receptor signaling | P48145 | GPR7-expressing cells, fluorescence antagonist assay | inhibition, % at 4.4 µM | 290,000 tested, 1.1% active; in the data active = inhibition above about 16%, passing the limit was not always enough;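 also: cells stimulated with the agonist NPW; 0% = agonist with vehicle and 100% = vehicle without agonist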
# PHOSPHO1 inh – blocks human PHOSPHO1 phosphatase activity; inhibition, % at 13.3 µM; 290,000 tested, 1.1% active; recombinant PHOSPHO1, absorbance phosphatase assay; Q8TCT1; AID 1565; in the data active = inhibition above about 60%
# Target sequence (Q8TCT1 whole entry, looked up): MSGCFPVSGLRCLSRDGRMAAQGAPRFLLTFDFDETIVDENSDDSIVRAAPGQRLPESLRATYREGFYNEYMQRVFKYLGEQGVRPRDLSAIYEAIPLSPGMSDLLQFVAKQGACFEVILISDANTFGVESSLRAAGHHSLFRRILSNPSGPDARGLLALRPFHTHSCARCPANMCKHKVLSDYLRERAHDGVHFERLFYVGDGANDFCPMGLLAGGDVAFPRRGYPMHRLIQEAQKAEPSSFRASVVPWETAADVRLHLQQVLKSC
# OXTR ag – agonists of human oxytocin receptor | 320,000 tested, 0.32% active | CHO-OTR cells, Fluo-8 calcium fluorescence; normalized: DMSO 0%, oxytocin 100% | AID 2435 | P30559 | activation, % at 3 µM;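 active = activation above the mean of all tested compounds plus 3 SD, cutoff set per screening run, cut at about 20% in these data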;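 also: peak over basal fluorescence ratio from a 100 s FLIPR kinetic read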
# NS3 helicase inh – HCV NS3 helicase inhibition. NS3 helicase DNA unwinding, Cy5 molecular beacon fluorescence. inhibition, % at 10.9 µM. 290,000 tested, 0.56% active;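 active = inhibition above the mean of all tested compounds plus 3 SD, set per campaign, cut at about 35% in these data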;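 also: 0% = DMSO wells and 100% = thioflavine S control wells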
#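 System: NS3 helicase fragment of HCV / Schedule: 1 h at 25 °C / Control set: DMSO alone as 0% and 110 µM thioflavine S as 100% / Reagent: Cy5/quencher beacon DNA duplex and ATP to start / Technique: Cy5 fluorescence / Replication: singlicate / Evaluation: % inhibition of end-to-start signal ratio versus controls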
# GalR3 antag – human GalR3 antagonism. O60755. HEK293 GalR3-CNG cAMP membrane potential fluorescence; galR3 body fused to GalR1 C-terminus. inhibition, % at 3 µM. 360,000 tested, 0.44% active. AID 651719;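 active = inhibition above the screen-wide average plus 3 SD, cut at about 13% in these data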;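 also: forskolin and galanin both at EC90 stimulate the cells; cAMP rise reported by CNG channel membrane potential dye signal; 0% = forskolin plus galanin with DMSO and 100% = forskolin alone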
# Target sequence (O60755 1-299 limits assumed): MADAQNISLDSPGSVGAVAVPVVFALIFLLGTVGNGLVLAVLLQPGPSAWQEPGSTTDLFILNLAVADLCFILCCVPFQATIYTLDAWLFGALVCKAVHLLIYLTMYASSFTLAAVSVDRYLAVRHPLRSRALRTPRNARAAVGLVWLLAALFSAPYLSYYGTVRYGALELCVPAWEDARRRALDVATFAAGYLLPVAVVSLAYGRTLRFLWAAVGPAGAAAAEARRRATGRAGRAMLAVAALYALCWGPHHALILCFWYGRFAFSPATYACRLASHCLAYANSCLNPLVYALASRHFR
# V1R ag counter – activates human V1a receptor in oxytocin agonist counter-screen; CHO-V1R cells, Fluo-8 calcium fluorescence, agonist mode; 0% DMSO, 100% 3 nM vasopressin; activation, % at 3 µM; 320,000 tested, 0.25% active;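 active = activation above the mean activation of all tested compounds plus 3 SD, per screening run, cut at about 20% in these data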;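 also: signal is peak over basal fluorescence ratio across a 100 second FLIPR read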
# Target sequence (P37288 whole entry, looked up): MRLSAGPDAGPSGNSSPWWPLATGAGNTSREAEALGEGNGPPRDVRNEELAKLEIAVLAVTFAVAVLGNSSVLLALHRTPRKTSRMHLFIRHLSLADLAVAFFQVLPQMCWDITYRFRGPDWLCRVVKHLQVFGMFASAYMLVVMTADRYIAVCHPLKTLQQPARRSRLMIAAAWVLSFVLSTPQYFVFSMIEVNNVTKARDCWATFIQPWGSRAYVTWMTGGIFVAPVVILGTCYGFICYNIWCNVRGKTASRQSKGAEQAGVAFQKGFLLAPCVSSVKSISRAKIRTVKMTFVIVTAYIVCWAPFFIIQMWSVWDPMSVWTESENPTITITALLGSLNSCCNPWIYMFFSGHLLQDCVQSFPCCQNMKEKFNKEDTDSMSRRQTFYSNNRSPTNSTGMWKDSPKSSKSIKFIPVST
# DNA FID counter – fluorescent intercalator displacement, NS3 helicase counter-screen; inhibition, % at 7.9 µM; 290,000 tested, 0.17% active; DNA fluorescent intercalator displacement, fluorescence; in the data active = inhibition above about 37%;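 also: 0% = vehicle and 100% = reference compound; higher means more ethidium bromide displaced from hairpin DNA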
# An asterisk follows results filed as active; / = not tested or not shown.
# Start of the data: the first six compounds, to show the layout:
SMILES,VIM-2 inh,IMP-1 inh,GPR7 antagonist,PHOSPHO1 inh,OXTR ag,NS3 helicase inh,GalR3 antag,V1R ag counter,DNA FID counter
CCN(CC)S(=O)(=O)c1cccc(-c2nnc(SCc3ncc(-c4ccccc4)o3)n2C)c1,2.0,-1.1,-2,23,-1.5,-3,-4,1.1,-40
CN1CCN(c2ccc(NC(=O)c3cc4ccccc4o3)cc2)CC1,40*,-3.1,-15,19,0.5,-9,-11,-0.6,10
COc1ccc(-c2cc(C(=O)Nc3cc(Br)ccc3O)no2)cc1,0.0,52*,6,33,0.6,-29,-7,1.4,-2
CCCCCC[N+](C)(C)CC/C=C1/c2ccccc2Sc2ccc(Cl)cc21,-1.6,-1.1,8,-6,0.0,-53,-5,0.6,22
COC(=O)N1[C@H](C)C=C[C@]1(Cc1ccccc1)C(=O)O,-3.4,-3.0,-2,-14,0.1,3,-7,0.6,-2
Cc1cc(C)n(C(=O)CNC(=O)C2COc3ccccc3O2)n1 (stereo not given),-0.9,-3.5,-8,9,0.4,-10,0,1.1,2

# All compounds of this part, previewed entries included:
SMILES,VIM-2 inh,IMP-1 inh,GPR7 antagonist,PHOSPHO1 inh,OXTR ag,NS3 helicase inh,GalR3 antag,V1R ag counter,DNA FID counter
CCN(CC)S(=O)(=O)c1cccc(-c2nnc(SCc3ncc(-c4ccccc4)o3)n2C)c1,2.0,-1.1,-2,23,-1.5,-3,-4,1.1,-40
CN1CCN(c2ccc(NC(=O)c3cc4ccccc4o3)cc2)CC1,40*,-3.1,-15,19,0.5,-9,-11,-0.6,10
COc1ccc(-c2cc(C(=O)Nc3cc(Br)ccc3O)no2)cc1,0.0,52*,6,33,0.6,-29,-7,1.4,-2
CCCCCC[N+](C)(C)CC/C=C1/c2ccccc2Sc2ccc(Cl)cc21,-1.6,-1.1,8,-6,0.0,-53,-5,0.6,22
COC(=O)N1[C@H](C)C=C[C@]1(Cc1ccccc1)C(=O)O,-3.4,-3.0,-2,-14,0.1,3,-7,0.6,-2
Cc1cc(C)n(C(=O)CNC(=O)C2COc3ccccc3O2)n1 (stereo not given),-0.9,-3.5,-8,9,0.4,-10,0,1.1,2
Cc1ccc(OCC(=O)NC(=S)Nc2ccc(S(=O)(=O)Nc3cc(C)on3)cc2)c(Br)c1,-2.8,-2.8,-3,2,-0.3,0,-2,0.5,-14
O=C(CSc1nnc(-c2cccnc2)n1Cc1ccco1)c1ccc(Br)cc1,1.1,2.1,3,26,-2.1,-2,-4,-0.1,-33
COc1cccc(/C=N/NC(=O)N/N=C/c2cccc(OC)c2O)c1O,-2.6,-2.7,-22,8,-0.3,-2,-7,0.5,-42
COc1ccc(NC(=O)C2CCN(c3cnccn3)CC2)cc1OC,-0.3,-1.6,-18,4,0.6,-13,-7,0.2,-6
CCC(COC)NCc1cn(-c2ccc(OC)cc2)nc1-c1cccc(F)c1 (stereo not given),-3.3,-2.3,7,-10,2.2,-54,-6,-0.1,21
CC(=O)Nc1ccccc1NC(=O)c1ccccc1,-1.2,-1.0,-3,53,0.4,4,-4,0.1,3
Cc1ccc(OCc2ccccc2C)c([N+](=O)[O-])n1,-2.7,-4.2,-1,8,0.5,18,0,0.9,-4
Cc1cc(NC(=O)CSc2ccc3nnc(-c4cccc(F)c4)n3n2)no1,-0.3,-1.5,-5,-22,0.5,-6,-3,0.9,1
O=C(Nc1nnc(-c2ccccc2)s1)c1cc(S(=O)(=O)N2CCOCC2)c(Cl)cc1Cl,-0.8,-2.5,-5,15,0.1,1,-2,0.6,1
O=C(Nc1cccc(NS(=O)(=O)c2ccc(S(=O)(=O)NC3CC3)cc2)c1)c1ccccn1,0.6,-1.3,1,-7,0.7,-7,-3,2.4,-9
CN1CCC(=O)N(CCSc2ccc(Br)cc2)CC1,/,/,/,31,1.3,/,-3,0.0,/
Cc1c(NC(=S)NC(=O)C(c2ccccc2)c2ccccc2)cccc1C(=O)O,-0.5,-1.5,-4,15,-0.5,33,0,-0.1,-36
COCCNCCCOc1ccc(Cl)cc1Br,0.9,-1.0,-1,6,2.4,-4,-7,0.6,17
COc1ccccc1C1/C(=C(\O)c2c(C)nc3c(C)cccn23)C(=O)C(=O)N1CCCN(C)C (stereo not given),-3.0,-2.6,-10,/,/,11,/,/,-2
CCn1nnnc1SCC(=O)c1ccc(NC(C)=O)cc1,-0.8,-2.0,-6,-6,1.1,3,0,0.2,4
Cc1ccc2c(c1)-c1nc3ccccc3cc1C2=NC1CCCCC1,4.4,-4.5,-5,-15,-1.0,4,-5,-0.2,5
COc1ccc(-n2nc(C(=O)NCC(=O)NCCCN3CCN(C)CC3)c3ccccc3c2=O)cc1OC,2.6,3.1,7,19,0.3,16,-3,1.1,7
COc1ccc(CCNC(=O)CCn2cccc2)cc1OC,-2.2,-4.0,-6,9,0.7,-4,-2,0.7,-2
COc1ccc(NCC(=O)Nc2cc(S(=O)(=O)N3CCOCC3)ccc2N2CCOCC2)c(OC)c1,-3.4,-3.4,-11,11,-0.1,4,-3,-0.8,-16

# (continued)
SMILES,VIM-2 inh,IMP-1 inh,GPR7 antagonist,PHOSPHO1 inh,OXTR ag,NS3 helicase inh,GalR3 antag,V1R ag counter,DNA FID counter
CN1C(=S)SC2CS(=O)(=O)CC21 (stereo not given),-1.0,-1.4,-11,3,0.9,-6,1,0.0,0
O=C(CSc1nccc(=O)[nH]1)NCc1ccc(Cl)cc1,-0.3,-1.4,-15,-7,0.1,-13,-7,0.6,0
O=C1CN(C(=O)CNC(=O)c2ccccc2Cl)c2ccccc2N1,0.4,-2.1,-9,-4,0.2,8,-4,0.7,-5
CC(C)(C)NC(=O)CN(C(=O)CCC(=O)Nc1nccs1)c1ccc(F)cc1,-3.7,-2.4,-13,29,-0.3,10,-7,0.2,-27
COc1ccc(CN(C(=O)c2cccs2)c2ccccc2C(=O)O)cc1,-2.1,-2.9,-9,-11,-0.7,5,0,0.8,-41
COc1cc(C2C=C(c3cccs3)Nc3ncnn32)cc(OC)c1OC (stereo not given),2.5,-0.8,1,12,/,-4,/,/,-8
COc1ccc(C[C@@H]2CN3C(=NC[C@@H]3C)N2C[C@H](C)NC(=O)CCC2CCCCC2)cc1,1.0,0.5,-1,26,-0.2,-5,-1,-0.3,8
Cn1c(=O)c(/C(N)=N/OC(=O)c2ccccc2)cn(-c2ccccc2)c1=O,-0.9,-2.9,-3,38,0.7,6,-1,1.0,3
CCOC(=O)C(C)Oc1ccc(=O)n(-c2ccccc2)n1 (stereo not given),-5.3,-4.0,-9,6,0.3,-14,-4,-0.2,-8
CN(C)c1ccc(N=Nc2ccc(S(N)(=O)=O)cc2)cc1,-2.9,9.1*,2,10,0.4,2,8,0.0,2
CCOC(=O)C1=C(CNCc2ccccc2Cl)NC(=O)NC1c1cccc([N+](=O)[O-])c1 (stereo not given),1.5,-3.2,-6,42,-1.7,-4,-2,-0.8,-15
COC(=O)c1nn(-c2ccc(OC)cc2)c(=O)cc1Oc1ccccc1,-1.5,-3.2,-16,4,-0.6,-4,-3,-0.2,-8
O=C(c1ccoc1)N1CCCC(Nc2ccc(F)c(F)c2)C1 (stereo not given),-0.4,-1.4,-13,28,-0.5,2,-1,0.7,-1
Cc1cccc(CS(=O)(=O)c2ncc(Cl)c(C(=O)NCc3ccccc3)n2)c1,-4.4,-2.5,11,12,0.0,-7,-5,1.4,-33
O=S(=O)(Nc1nnc(C2CCCCC2)s1)c1ccc(F)cc1,-3.4,-2.4,-12,46,0.3,0,-7,2.6,-30
COc1ccc(NC(=O)Cn2c(CCC(=O)O)ccc2-c2ccccc2)cc1,-2.9,-1.9,-12,/,-0.9,3,-7,-0.8,-22
O=c1c2ccccc2nnn1COc1ccc(Cl)cc1Br,0.4,0.1,-9,7,-2.3,6,-3,-0.4,3
CC(C)=CCN1CCN(Cc2ccoc2)CC1CCO (stereo not given),-0.8,-1.8,-12,7,2.2,16,-6,1.2,-4
Cc1ccc(N2C(=O)N3[C@H](c4ccc(Br)cc4)[C@@H]4C(=O)N(C(C)(C)C)C(=O)[C@@H]4[C@]3(C)C2=O)cc1,2.1,0.9,20,10,-2.5,-16,-3,-0.6,-31
COc1ccc(C(=O)NC2=NCCS2)cc1S(=O)(=O)N1CCCCC1C (stereo not given),0.3,-1.9,2,24,-0.2,2,-4,-0.5,-23
COC(=O)c1ccc(-n2c(C)cc(C(=O)CCl)c2C)cc1,-1.1,-3.2,-19,-10,-0.9,4,-3,-0.6,-7
CCC(C)(C)NC(=O)C(c1ccc(OC)cc1)N(C(=O)CCC(=O)Nc1cc(C)on1)C(C)(C)C (stereo not given),0.1,-4.2,4,15,-1.5,4,-7,-1.0,-42
CC(C(=O)N1CCCC1)N1CCN(c2ccccc2O)CC1 (stereo not given),-3.6,-2.9,3,1,0.8,-5,-4,0.3,2
CCOc1ccc(NC(=O)CN(C)CC(=O)Nc2ccc(F)c(F)c2F)cc1OCC,0.2,-3.8,2,40,-0.9,2,-2,-0.1,-27
CC(C)C(=O)N1CCN(c2ccccc2NC(=S)NC(=O)Cc2ccccc2)CC1,-1.4,-3.0,2,20,-1.1,1,1,-0.5,-44

# Remaining list, next part
SMILES,VIM-2 inh,IMP-1 inh,GPR7 antagonist,PHOSPHO1 inh,OXTR ag,NS3 helicase inh,GalR3 antag,V1R ag counter,DNA FID counter
COc1ccc(CN(CCC(c2ccccc2)c2ccco2)C(=O)c2ccco2)cc1 (stereo not given),3.1,0.7,6,1,-1.6,25,-7,-0.7,-39
CN(C(=O)c1ccc(C(=O)N(C)C2CCCCC2)cc1)C1CCCCC1,-4.6,-3.0,-8,/,/,-1,/,/,5
Cc1ccnn1CCC(=O)N1CCCC(CCC(=O)N2CCN(c3ccccn3)CC2)C1 (stereo not given),-1.0,-0.8,-10,28,-0.4,-4,-9,-0.3,-25
Cc1cccc(C(=O)NC(=S)Nc2ccc(S(=O)(=O)N(C)c3ccccc3)cc2)c1,-2.9,-3.9,-13,8,-1.1,7,-1,1.1,-1
Cc1cc(C(=O)Nc2nnc(C3CCCCC3)s2)no1,-3.4,-4.9,-10,-23,0.4,8,4,1.2,-9
CC(C)Cn1c(CCNC(=O)c2ccco2)nc2ccccc21,-0.3,0.6,-1,30,-0.2,11,1,0.6,-11
Cc1ccc(C)c(OCc2ccc(C(=O)N3N=C(C(F)F)CC3(O)C(F)F)o2)c1 (stereo not given),-3.8,-1.7,-19,-5,-2.1,-1,-1,0.9,-20
CCOC(=O)N1CCN(C(=O)CCn2c(=S)[nH]c3ccsc3c2=O)CC1,-3.9,-3.3,-11,-4,0.0,4,5,1.4,-7
